From PubChem BioAssay
NTR1 ag: agonists of NTR1, primary screen, imaging, U2OS cells, beta-arrestin-GFP, high content (AID 493036); activation, % at 20 µM; NTR1-U2OS beta-arrestin-GFP spot imaging, agonist mode; 0.17% of 330,000 active; P30989;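 active = activation at or above 40% of the spot to cytoplasm intensity ratio, with at least 20 cells analyzed; inconclusive = wells under 20 cells, flagged as cytotoxic or low count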;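 also: 0% = DMSO without peptide and 100% = 100 nM NTR1 peptide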
Target sequence (P30989 whole entry, looked up): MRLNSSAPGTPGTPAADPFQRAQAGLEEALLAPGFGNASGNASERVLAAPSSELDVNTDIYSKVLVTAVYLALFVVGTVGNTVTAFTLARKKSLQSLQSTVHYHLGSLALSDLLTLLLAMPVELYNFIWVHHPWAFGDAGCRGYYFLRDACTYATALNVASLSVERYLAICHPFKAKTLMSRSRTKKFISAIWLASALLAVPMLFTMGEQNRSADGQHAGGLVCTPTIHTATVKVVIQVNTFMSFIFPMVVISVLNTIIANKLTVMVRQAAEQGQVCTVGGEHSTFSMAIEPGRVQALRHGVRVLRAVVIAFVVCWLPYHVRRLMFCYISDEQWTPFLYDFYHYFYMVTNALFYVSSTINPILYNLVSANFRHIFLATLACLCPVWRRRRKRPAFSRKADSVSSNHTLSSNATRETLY
PhoP inhibition: PhoP-dependent GFP reporter repression – Salmonella Typhimurium, primary screen (AID 1863); S. Typhimurium PhoP-regulated promoter GFP reporter, 4 h; higher % means a stronger effect; 0.16% of 300,000 active; inhibition, % at 50 µM; hits with a dose series show IC50 in µM;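 active = inhibition over 29.93%, a cutoff 3 SD above the screen mean, later confirmed by dose response; inconclusive = inhibition over 29.93% but no dose response follow-up; inactive = inhibition at most 29.93% or unconfirmed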;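 also: 0% = low Mg2+ inducing control and 100% = high Mg2+ repressing control; strong numbers were not always called active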
GPR55 activation: selective activators of receptor GPR55 – imaging, U2OS cells, beta-arrestin-GFP redistribution, primary screen (AID 1961); 0.048% of 290,000 active; U2OS GPR55 beta-arrestin-GFP redistribution imaging; higher % means a stronger effect; activation, % at 10 µM; hits with a dose series show EC50 in µM;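 active = activation above 40% with more than 50 cells counted in the well; inconclusive = wells holding fewer than 50 cells, flagged as toxic or sparse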;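 also: U2OS osteosarcoma cells stably expressing GPR55 and beta-arrestin-GFP; plate controls were DMSO negative control for no effect and LPI positive control for full effect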
GPR55 antagonists: GPR55 antagonists blocking LPI-driven arrestin recruitment, primary screen, imaging, U2OS, beta-arrestin-GFP, LPI agonist (AID 2013) | U2OS GPR55 beta-arrestin-GFP translocation imaging, LPI antagonism; higher % means a stronger effect | 0.13% of 290,000 active | inhibition, % at 10 µM, or IC50 in µM where a hit was titrated;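 active = spots per cell inhibited over 60%, with over 100 cells counted and total cytoplasm intensity under 500,000; inconclusive = wells with under 100 cells, flagged as likely toxic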;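 also: U2OS cells stably carrying GPR55 and arrestin-GFP stimulated by 5 µM LPI near EC80; imaged beta-arrestin-GFP aggregate spots per cell after agonist stimulation; plate controls were LPI-stimulated DMSO wells for no effect and DMSO wells without LPI for full effect; some results filed as inactive read as strong as hits; confirmed hits need IC50 under 10 µM and bright autofluorescent wells are also inconclusive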
GPR35 arrestin U2OS: GPR35 antagonists blocking zaprinast-driven arrestin recruitment, primary screen, imaging, U2OS, beta-arrestin-GFP, zaprinast agonist (AID 2058); 0.052% of 290,000 active; inhibition, % at 10 µM; hits with a dose series show IC50 in µM; U2OS GPR35 beta-arrestin-GFP translocation imaging, zaprinast antagonism; higher % means a stronger effect;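 active = inhibition of at least 50% with at least 30 cells and total cytoplasm GFP at most 10,000,000; inconclusive = under 30 cells or total GFP of 10,000,000 plus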
KOR beta-arrestin-1: KOR antagonists, beta-arrestin recruitment, cell-based, luminescence, uHTS (AID 1778). KOR beta-arrestin recruitment, luminescence, antagonist mode; higher % means a stronger effect. inhibition, % at 10 µM, or IC50 in µM where a hit was titrated. 0.091% of 290,000 active; in the data active = inhibition above about 50%; also: strong numbers were not always called active
T cell modulator: modulates CD8 T cell binding to vesicles; 2C CD8+ T cell-vesicle binding, flow cytometry; active compounds read low; calls only at 7 µM; 0.068% of 330,000 active;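 active = response, share of CD8 T cells binding vesicles, and their 90th percentile fluorescence all below set limits, cut at about 80% in these data, passing the limit was not always enough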
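Assay system: 2C TCR transgenic mouse naive CD8+ T cells, MACS-purified | Read-out: CD8+ gate FL2 mean fluorescence as % of same-row positive control | Signal: High-throughput flow cytometry with anti-B7-1 and anti-CD8 staining | Timing: Binding step 1.5 h, 37 °C, antibody labelling 20 min, ice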
KOR beta-arrestin-2: KOR agonists, beta-arrestin recruitment, primary screen, cell-based, luminescence, uHTS (AID 1777); KOR beta-arrestin recruitment, luminescence; higher % means a stronger effect; one-dose activation, % at 10 µM; EC50 in µM for titrated hits; 0.02% of 280,000 active; in the data active = activation above about 50%, passing the limit was not always enough; also: a part of the inactive calls stands beside numbers as strong as those of hits
West Nile antiviral: inhibition of WNV-induced cytopathic effect – cell-based, CPE readout (AID 1621); one-dose CPE inhibition, % at 10 µM; IC50 in µM for titrated hits; West Nile virus-infected cells, CPE inhibition; higher % means a stronger effect; 0.02% of 290,000 active; in the data active = a potency from the dose series; inconclusive = CPE inhibition mostly from about 3.7% at the one dose, without a potency; inactive = the rest, 99 in 100 with CPE inhibition below about 2.2%; also: strong numbers were not always called active
T cell modulator vesicle-bound %: recorded beside T cell modulator, whose call it bears; double positive events, %; measured here: CD8+ vesicle-bound cell fraction;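 binding gate set so that unloaded-vesicle control wells show 10% double positive cells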
NTR1 ag cell count 20 µM: further read-out of NTR1 ag, marked with its call; cell count; measured here: cell count, cytotoxicity flag
Numbers without * were called inactive; i = inactive; ? = inconclusive; · = no result given; [ ] = remark or other dose. Random draw from the library, and some 0.62% of all compounds hit somewhere here.

SMILES | NTR1 ag | NTR1 ag cell count 20 µM | PhoP inhibition | GPR55 activation | GPR55 antagonists | GPR35 arrestin U2OS | KOR beta-arrestin-1 | T cell modulator | T cell modulator vesicle-bound % | KOR beta-arrestin-2 | West Nile antiviral
COc1ccc(Cl)cc1NS(=O)(=O)c1cccc(C(=O)NCC2(N(C)C)CCCCC2)c1 | -0.5 | 53 | -2.3% | 0.2% | 11.6% | 6.6% | 19.5% | i | 15.8 | -1.0% | -0.5%
Cc1nn(-c2ccccc2)c(Cl)c1/C=C/C(=O)c1ccc(O)cc1 | 7.7 | 51 | 1.7% | -0.1% | -19.1% | -8.2% | 7.2% | i | 46.6 | 19.7% | ?
CCCCCn1c(NCc2ccco2)nc2ccccc21 | -1.4 | 88 | 21.9% | -0.1% | 1.9% | 13.4% | -6.5% | i | 31.2 | -1.1% | -0.5%
O=C(Nc1ccccc1N1CCOCC1)C1CCN(S(=O)(=O)c2ccc(Cl)cc2)CC1 | 2.5 | 61 | -7.2% | -0.1% | -4.5% | 3.8% | 11.1% | i | 38.2 | 0.7% | 0.0%
Cc1cc(=O)n(C)c(=O)n1CC(=O)N1CCCCCC1 | -4.0 | 61 | 3.1% | 0.0% | -4.6% | -5.7% | -3.1% | i | 39.5 | 3.6% | 0.5%
COc1ccc(C)cc1NC(=O)CCN1CC(C)OC(C)C1 (stereo unspecified) | 0.1 | 48 | 6.2% | -0.3% | 10.4% | 12.5% | 7.8% | i | 28.9 | -0.8% | -1.1%
S=c1[nH]nc(CSCCOc2ccc(Cl)cc2Cl)o1 | 1.0 | 60 | 7.8% | -0.1% | -4.6% | 7.5% | -20.9% | i | 5.3 | 1.2% | -0.7%
COC(=O)c1c(NC(=O)CSc2ncnc3c2cnn3-c2ccccc2Cl)sc2c1CCCC2 | 1.6 | 80 | 3.3% | 0.3% | 5.7% | -0.6% | -10.1% | i | 32.3 | 0.5% | -1.2%
N#Cc1ccc(-c2nnnn2-c2ccc3c(c2)OCO3)cc1 | -2.7 | 47 | 11.8% | -0.1% | 2.9% | 4.8% | 10.3% | i | 39.6 | 2.3% | -0.2%
O=C(NC1CCCCC1)c1ccc(NS(=O)(=O)c2cccc3cccnc23)cc1 | -0.1 | 44 | 4.4% | 0.2% | 6.1% | 11.3% | 10.3%[20 µM] | i | 21.4 | · | -0.3%
CCn1cc(C(=O)O)c(=O)c2cc(F)c(N3CCN(S(=O)(=O)c4ccc(NC(=O)OC)cc4)CC3)cc21 | -0.4 | 48 | -9.0% | -0.1% | 3.4% | -12.6% | 41.8% | i | 43.2 | -2.5% | -0.2%
CCC(=O)N1CCc2cc(S(=O)(=O)CCC(=O)NCCc3ccc(S(N)(=O)=O)cc3)ccc21 | -0.3 | 47 | -11.0% | -0.1% | -4.7% | 5.2% | -55.7% | i | 14.2 | -3.3% | 0.6%
Cc1cc(C)c2cc(CN(Cc3ccc4c(c3)OCO4)Cc3nnnn3Cc3ccco3)c(=O)[nH]c2c1 | 0.8 | 30 | 11.9% | 0.2% | -5.8% | -10.9% | -13.7% | i | 30.8 | 83.5%* | 0.4%
C=CCn1c(CNC(=O)c2ccccc2F)nnc1SCC(=O)N1CCOCC1 | 0.9 | 78 | 1.0% | -0.2% | -11.7% | -23.5% | -13.3% | i | 19.0 | 5.6% | 0.7%
COc1ccc(/C=N/NC(=O)c2cc(C)oc2C)cc1OCc1ccccc1 | 2.2 | 29 | 3.4% | 0.0% | 9.3% | -4.2% | -18.7% | i | 24.8 | -2.4% | 0.3%
CC(=O)c1cccc(NC(=O)c2ccc(NS(=O)(=O)c3c(C)noc3C)cc2)c1 | 2.4 | 88 | -3.7% | 0.0% | -4.1% | 20.8% | -21.7% | i | 43.9 | 1.2% | 0.4%
N#Cc1ccsc1NC(=O)CN1CCN(c2ccccc2O)CC1 | -0.2 | 60 | -7.2% | -0.4% | 9.2% | -13.7% | 7.2% | i | 42.7 | 0.2% | 0.2%
COc1ccc(-c2cc(N)n(S(=O)(=O)c3c(F)c(F)c(F)c(F)c3F)n2)cc1OC | -2.0 | 42 | -3.6% | 0.0% | 1.18µM* | 47.5% | 20.4% | i | 35.2 | 1.8% | 0.3%
CCN(CC)S(=O)(=O)c1cccc(N=NC2=C(O)CCCC2=O)c1 | 2.1 | 55 | -0.6% | 0.2% | 11.5% | 17.1% | 1.8% | i | 62.9 | 1.1% | -0.5%
COc1cc(OC)c(S(=O)(=O)N2CCCCC2)cc1S(=O)(=O)N1CCCCC1 | 0.7 | 39 | 0.2% | -0.2% | 5.5% | -2.6% | 12.6% | i | 59.8 | -4.2% | 1.2%
C/C(CC(=O)NC12CC3CC(CC(C3)C1)C2)=N\NC(=O)c1ccc(C)cc1 | 1.3 | 39 | · | -0.1% | 2.6% | -4.4% | -28.3%[20 µM] | i | 14.6 | · | -0.6%
CCC1(C)Cc2c(sc(NC(=O)CCC(=O)O)c2C#N)CO1 (stereo unspecified) | -1.3 | 32 | 5.2% | 0.0% | 4.5% | -6.3% | 18.6% | i | 26.2 | -5.0% | ·
O=C(Nc1nc2ccc([N+](=O)[O-])cc2s1)C1CCCO1 (stereo unspecified) | 1.0 | 79 | 2.0% | -0.1% | 1.0% | 8.3% | 17.4%[20 µM] | i | 55.9 | -2.3% | 1.5%
CCOC(=O)Nc1ccc2c(CNC(C)c3ccccc3OC)cc(=O)oc2c1 (stereo unspecified) | -0.9 | 55 | -1.1% | 0.0% | 12.4% | 14.8% | 4.8% | i | 24.0 | -3.2% | -1.0%
Cc1cc([N+](=O)[O-])ccc1NC(=O)C(C)[n+]1ccccc1 (stereo unspecified) | -0.4 | 85 | -4.6% | -0.4% | 7.9% | -0.1% | 1.4% | i | 52.7 | -7.0% | -0.1%
O=C(NNC(=O)C12CC3CC(CC(C3)C1)C2)c1ccccc1[N+](=O)[O-] | 3.8 | 59 | -3.8% | -0.2% | 4.6% | -3.3% | -11.0% | i | 7.7 | 7.3% | -0.3%
O=C(Nc1cccc2nsnc12)c1cccnc1Cl | 0.0 | 66 | -8.8% | 0.6% | 5.1% | -14.4% | -20.3% | i | 35.6 | 6.0% | -0.1%
O=C(c1ccc(OC(F)(F)F)cc1)c1ncc[nH]1 | 0.1 | 88 | · | 0.3% | 5.6% | 4.8% | -1.3% | i | 25.3 | 1.7% | -0.6%
O=C(CCN1CCOCC1)NNC(=O)Nc1cccc(Cl)c1 | 0.1 | 59 | 1.1% | 0.6% | 5.2% | 9.2% | -25.3% | i | 65.1 | 1.6% | -0.2%
COc1ccccc1CNc1ncnc2nc[nH]c12 | 0.6 | 66 | 3.5% | -0.1% | 0.5% | -5.4% | -78.0% | i | 34.6 | -0.3% | -0.1%
O=C(CSc1nccn1Cc1ccccc1)NC1CCCC1 | 1.7 | 60 | -2.4% | 0.0% | -6.7% | 0.3% | 13.1% | i | 69.7 | 4.1% | -0.7%
O=C(NCCc1cccs1)C1CC(c2c(Cl)cccc2Cl)=NO1 (stereo unspecified) | 1.3 | 77 | -1.3% | 0.0% | 3.4% | -0.1% | -19.1% | · | · | 5.5% | -0.7%
Cc1cccc(-n2nc3c(c2NC(=O)C(C)C)CSC3)c1 | 0.3 | 56 | -8.5% | 0.5% | 1.2% | -8.9% | -27.3% | i | 56.6 | 3.2% | -0.4%
CNS(=O)(=O)c1ccc2ccccc2c1 | 1.3 | 43 | -5.8% | -0.1% | 1.8% | -5.8% | 15.4% | i | 32.4 | 5.2% | 0.2%
Cn1c(=O)oc2cc(S(=O)(=O)N3CCCc4ccccc43)ccc21 | 0.3 | 80 | -1.9% | -0.1% | -3.2% | 4.5% | -15.6% | i | 15.3 | 10.1% | -0.1%
CC(=O)Nc1cccc(C(=O)NC(C)c2ccc(S(N)(=O)=O)cc2)c1 (stereo unspecified) | -0.4 | 60 | 4.1% | 0.2% | 0.8% | 0.2% | -19.1% | i | 55.7 | -4.7% | 0.0%
O=C(CSc1cccc[n+]1[O-])Nc1ccc([N+](=O)[O-])cc1Cl | 1.4 | 46 | 1.4% | -0.4% | -3.2% | -5.6% | 8.1% | i | 13.0 | -7.7% | 0.1%
Cc1nnc2n1CCCCC2 | 0.3 | 66 | 4.5% | -0.3% | -11.7% | 1.3% | 7.6% | i | 35.8 | -4.1% | 1.4%
CC1(C)Cc2nc3sc(C(=O)NCCCO)c(N)c3cc2CO1 | -1.2 | 41 | -8.6% | 0.2% | 1.2% | -1.3% | -8.9% | i | 17.6 | 0.8% | 0.7%
O=C(CCc1ccccc1)Nc1cc(NC(=O)CCc2ccccc2)cc(C(=O)O)c1 | -0.8 | 40 | 3.9% | 0.6% | 5.9% | 6.3% | -16.2%[20 µM] | i | 10.9 | -1.9% | 0.6%
Cc1nn(C)c(C)c1/C=C(/C(=O)C(C)C)n1cncn1 | 0.0 | 49 | -8.7% | -0.1% | 2.6% | 11.4% | 25.6% | i | 19.1 | 2.6% | 0.2%
CCN(CC)S(=O)(=O)c1ccc2oc(C(=O)NCCN3CCOCC3)c(C)c2c1 | 1.0 | 35 | 4.8% | -0.3% | 1.7% | 0.0% | -16.0% | i | 40.3 | 3.3% | 0.4%
O=C(Cc1ccc(Cl)cc1Cl)Nc1cccc(S(=O)(=O)Nc2ccccc2F)c1 | 1.0 | 50 | -3.1% | 0.5% | 6.3% | -4.0% | -18.2% | i | 43.2 | 9.4% | -1.1%
COc1ccc(CNC(=O)C2CCCN(c3ncnc4c3nc3n4CCCCC3)C2)cc1 (stereo unspecified) | 2.8 | 46 | 4.1% | 0.4% | 5.0% | 5.8% | -16.3% | i | 58.8 | -2.3% | -0.9%
CCOc1cccc(C2CC(=O)Nc3cc(OC)c(OC)cc32)c1 (stereo unspecified) | 4.0 | 43 | -2.4% | -0.1% | -6.0% | -1.1% | -29.1%[20 µM] | i | 39.2 | -3.9% | -2.5%
